# INS promoter inh – TRM-6 insulin promoter activity inhibition; TRM-6 cells (human fetal islet line), insulin promoter-eGFP reporter, imaging; reporter expression induced with tamoxifen; inhibition, % at 2 µM; 0.9% of 130,000 active;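 active = inhibition above the mean plus 3 SD, with well images judged a real hit on visual review, cut at about 60% in these data, passing the limit was not always enough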
# SDO1 yeast rescue – sdo1-depleted yeast growth rescue. S. cerevisiae sdo1-depleted JHY4D growth rescue, OD600 30 h; hits give high values; pdr5 snq2 efflux-pump mutant strain. 0.21% of 140,000 active. z-score at 10 µM. AID 817;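 active = z-score above 3 at both the 24 hr and the 30 hr optical density reads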;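 also: z-score against mean and SD of all compound wells on the same plate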
# SDO1 yeast rescue Rescue 24 h – also measured in SDO1 yeast rescue; calls as there; z-score; S. cerevisiae sdo1-depleted JHY4D growth rescue, OD600; measured here: growth rescue at 24 h;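 0 is the plate mean of compound wells and units are plate SD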
# An asterisk follows results filed as active; x = not tested or not shown; [ ] = dose if it differs, or a comment. Rows are unselected; about 0.94% have a hit in one of these screens.
compound	INS promoter inh	SDO1 yeast rescue	SDO1 yeast rescue Rescue 24 h
CC1CCC(C(=O)NC(C(=O)NCCCN2CCOCC2)C(C)C)CC1 (stereo not given)	64	1.8	1.9
CCN(CC)S(=O)(=O)c1ccc(C(=O)NNC(=O)c2cccs2)cc1	x	1.6	1.7
Cc1nnc2n(-c3ccccc3)c(=O)c3c4c(sc3n12)COC(C)(C)C4	4	1.4	0.59
Cc1nn(C)cc1C1C(C#N)=C(N)N(c2ccc(F)c([N+](=O)[O-])c2)C2=C1C(=O)CCC2 (stereo not given)	-100	0.53	0.07
CC(C)CCNC(=O)c1ccc2c(c1)ncn2C1CCCCC1	-54	0.32	0.55
[O-][n+]1onc2c1CCc1[nH]c(-c3ccccc3)nc1-2	-14	x	x
COc1cc(NS(=O)(=O)c2ccc(OC)c(OC)c2)cc(OC)c1	-48	0.51	-0.02
CN(C)c1ccc(C(CNS(=O)(=O)c2ccc(F)cc2)c2c[nH]c3ccccc23)cc1 (stereo not given)	-38	-1.1	-0.42
CN1CCc2c(OCC(=O)N3CCCc4ccccc43)cccc2C1=O	16	x	x
Cc1ccc(NC(=O)CN2CCN(c3ccccn3)CC2)cc1S(=O)(=O)N(C)C	17	x	x
CCCCOc1ccc(C(=O)N/C(=C/C=C/c2ccccc2)C(=O)NCCO)cc1	0	0.72	0.17
Cc1ccc(C(=O)Oc2ccc([N+](=O)[O-])cc2)cc1S(=O)(=O)N1CCCCCC1	14	-0.99	-1.9
c1ccc(-c2cc(N3CCCCC3)nc(-c3ccccc3)n2)cc1	-10	-1.8	-0.38
CC(C)CNS(=O)(=O)c1ccccc1C(=O)N1CCCCC1	25	0.42	-0.14
CN(Cc1ccccc1)c1nc2c(c(=O)[nH]c(=O)n2C)n1CCCc1ccccc1	-35	-1.4	-1.3

# (cont.)
compound	INS promoter inh	SDO1 yeast rescue	SDO1 yeast rescue Rescue 24 h
Cc1c(NC(=S)/C=C2\N(C)c3ccccc3C2(C)C)c(=O)n(-c2ccccc2)n1C	-5	0.07	0.13
COCC(=O)Nc1cc(OC)ccc1OC	60	0.57	1.3
Cc1cccc(C)c1-n1c(C)cc(/C=N\Nc2ccc([N+](=O)[O-])cn2)c1C	-67	-0.28	-0.11
O=C(Nc1ccc(Cc2ccc(NC(=O)N3CCOCC3)cc2)cc1)N1CCOCC1	x	-0.08	-0.37
CCOC(=O)C(Cc1ccc(NC(=O)/C(=C/c2ccccc2)NC(=O)c2ccccc2)cc1)N1C(=O)c2ccccc2C1=O (stereo not given)	-203	-0.67	-0.2
CN(C)CCNC(=O)c1ccc(COCC(F)(F)F)cc1	-220	1.6	1.2
Nc1nc(C2CC(=O)OC23CCCCC3)cs1 (stereo not given)	-285	0.53	-0.01
O=C1CN(C(=O)c2ccc(Br)o2)C(c2ccccc2)c2cc(Cl)ccc2N1 (stereo not given)	x	-1.7	-1.5
Cc1ccccc1C(=O)OC(C)CN1CCN(C)CC1 (stereo not given)	33	x	x
CCOC(=O)c1ccc2cccc(C)n2c1=O	23	0.24	-0.87
COC(=O)c1ccccc1NC(=O)CSc1nnnn1C	-100	0.11	0
Cc1ccc(SCC(=O)NCc2ccco2)cc1	26	-0.31	-0.29
CCOC(=O)c1[nH]c2cc(OC)c(OC)cc2c1NC(=O)CN1CCN(C)CC1	-69	0.73	-0.12
CCOc1ccc(Nc2nc(Nc3ccc(O)cc3)nc(C)c2[N+](=O)[O-])cc1	-13	x	x
CCCCCCNc1c(C(=O)OCC)c(=O)[nH]c2ccccc12	-7	-0.65	-0.34

# (continued)
compound	INS promoter inh	SDO1 yeast rescue	SDO1 yeast rescue Rescue 24 h
CC(NC(=O)COC(=O)/C(=C/c1cccs1)c1cccs1)c1ccccc1 (stereo not given)	-17	-1.2	0.11
O=C(O)c1cc(N2C(=O)C3C4C=CC(C4)C3C2=O)ccc1NCc1cccnc1 (stereo not given)	-4	0.64	1.2
COc1ccc(CC2(CO)CCN(Cc3cccnc3)CC2)cc1	8	x	x
CCn1cc(C(=O)NCc2ccco2)c2cc(OC)c(OC)cc2c1=O	18	0.48	0.92
Cc1cccc(/C=C2\CCC(C3CCCC3)C2=O)c1 (stereo not given)	8	0.21	0.03
O=S(=O)(Nc1cnc2ccccc2c1)N1CCCCCC1	20	-0.51	-0.69
O=C(NNS(=O)(=O)c1ccc2ccccc2c1)c1cccs1	48	-0.07	-0.6
CS(=O)(=O)N(CC(=O)Nc1ccc(S(=O)(=O)N2CCOCC2)cc1)c1ccccc1Br	45	x	x
CC(C)Oc1ccc(CNCCC2(C(C)C)CCOC(C)(C)C2)cc1 (stereo not given)	-36	-1.8	-0.98
COc1ccc(C(=O)n2nc(-c3ccco3)nc2N)cc1	16	0.16	-0.23
CCOC(=O)c1nnn(-c2nonc2OC)c1-c1ccccc1	3	-1.3	-1.5
CCN1CCCC1CNC(=O)c1ccc(N2CCOCC2)c(NS(=O)(=O)c2ccc(OC)cc2)c1 (stereo not given)	-43	x	x
COc1cnn(Cc2ccccc2)c(=O)c1SCc1ccccc1	-17	-1.4	-0.86
O=C(CSc1cn(Cc2cccc(F)c2)c2ccccc12)NCc1ccc(F)cc1	-33	-0.54	-0.19
Cc1c(NCc2cc(Cl)cc(Cl)c2O)c(=O)n(-c2ccccc2)n1C	-14	-0.91	-0.48

# 3 entries already listed, arranged by the value under INS promoter inh, highest first:
compound	INS promoter inh	SDO1 yeast rescue	SDO1 yeast rescue Rescue 24 h
CS(=O)(=O)N(CC(=O)Nc1ccc(S(=O)(=O)N2CCOCC2)cc1)c1ccccc1Br	45	x	x
COc1ccc(CC2(CO)CCN(Cc3cccnc3)CC2)cc1	8	x	x
O=C(CSc1cn(Cc2cccc(F)c2)c2ccccc12)NCc1ccc(F)cc1	-33	-0.54	-0.19

# (cont.)
compound	INS promoter inh	SDO1 yeast rescue	SDO1 yeast rescue Rescue 24 h
CN(C)CCNc1nc(-c2ccco2)c2c(c1C#N)CC(C)(C)OC2	6	0.14	-0.29
C=CCNC(=O)c1onc(CSc2cc(C)ccc2C)c1C(=O)O	46	-0.15	-0.17
CC(C)CC(=O)NC(NC(=S)Nc1cccc2cccnc12)C(Cl)(Cl)Cl (stereo not given)	5	-0.47	0.12
CCCCCCN(C(=O)CCCCCN1C(=O)NC(c2ccc(-c3ccccc3)cc2)C(C(=O)OCc2ccccc2)=C1C)C(C)C(=O)NCCCC (stereo not given)	0	1.3	2.6
O=C(Cn1cc(C(=O)COc2ccccc2)c2ccccc21)NCc1ccco1	-39	-0.32	-0.72
COc1ccc(/C(O)=C2/C(=O)C(=O)N(CCN(C)C)C2c2ccc(C)cc2)cc1Cl (stereo not given)	-40	0.47	0.43
CC(C)(C)NC(=O)C(Cc1ccccc1)NS(=O)(=O)c1ccc2c(c1)CCC(=O)N2 (stereo not given)	-92	2	2.8
O=C(CCSCCc1ccccn1)Nc1c(F)cc(F)cc1Br	-79	-0.1	-0.36
N#CC1=C2SCN(Cc3ccco3)CN2C(=O)CC1c1c(F)cccc1Cl (stereo not given)	x	-0.08	-0.84
COc1ccc(N=C(C)C2=C(O)c3ccccc3C2=O)cc1	16	-0.71	-0.99
O=C(Nc1ccc2c(c1)OCO2)C1CCN(S(=O)(=O)c2cccs2)CC1	-5	-0.9	-0.22
OCCNCCCCOc1ccc(F)cc1	-5	1.6	2
Cc1cc(C)nc(SCc2nc3nc(C)cc(C)n3c2Br)n1	10	-0.41	-0.42
CN(C)c1ccc(C2OC(=O)C3(CCCC3)C(=O)C2(C)C)cc1 (stereo not given)	-8	0.1	0.52
Cc1ccc(NC(=S)NNC(=O)CCn2cc(C)cn2)cc1	x	1.1	1.2

# Carrying on.
compound	INS promoter inh	SDO1 yeast rescue	SDO1 yeast rescue Rescue 24 h
O=[N+]([O-])c1cc(/C=N/O)ccc1SCc1ccccc1Cl	14	-1.4	0.27
Cc1nc(SCC(N)=O)c([N+](=O)[O-])[nH]1	-23	x	x
COC(=O)c1ccc(CNC(=O)COC(=O)COc2ccc(OC)cc2)cc1	-67	x	x
O=C(O)c1cc(-c2ccccn2)n[nH]1	57	0.26	-0.88
CN(C)CCC(c1ccccc1)c1ccccn1 (stereo not given)	-19	-0.27	-0.75
CCOC(=O)c1[nH]c2ccc(Br)cc2c1NC(=O)CCN1CCCCC1	x	-0.84	-1.2
O=C(CSc1nnc(Cc2ccccc2)o1)N1CCCc2ccccc21	26	-0.6	-0.78
Cc1ccc(-n2c3c(cc(C(=O)NC4CCSC4=O)c2=O)C(=O)CC(C)(C)C3)cc1 (stereo not given)	11	0.36	0.44
O=C(NCc1cccnc1)C1CCN(S(=O)(=O)c2cccnc2)CC1	-50	1.8	1.7
Cc1ccc(C(=O)Nc2ccc3nccnc3c2)cc1	13	1.9	0.89
COc1ccccc1NCc1ccc([N+](=O)[O-])s1	21	-0.09	-0.38
Cc1csc(NC(=O)CSc2ncc(-c3ccccc3)[nH]2)n1	x	0.64	0.4
CC(C)(C)C(=O)COC(=O)C1CC(=O)N(c2ccccc2)C1 (stereo not given)	-4	x	x
COC(=O)[C@H](Cc1ccccc1)NC(=O)NCc1cccs1	-92	0.92	1.2
CCCCC(=O)Nc1cc([N+](=O)[O-])ccc1Cl	-155	-0.39	-0.98

# Of the compounds above, 7 have a Cl atom:
compound	INS promoter inh	SDO1 yeast rescue	SDO1 yeast rescue Rescue 24 h
O=C1CN(C(=O)c2ccc(Br)o2)C(c2ccccc2)c2cc(Cl)ccc2N1 (stereo not given)	x	-1.7	-1.5
Cc1c(NCc2cc(Cl)cc(Cl)c2O)c(=O)n(-c2ccccc2)n1C	-14	-0.91	-0.48
CC(C)CC(=O)NC(NC(=S)Nc1cccc2cccnc12)C(Cl)(Cl)Cl (stereo not given)	5	-0.47	0.12
COc1ccc(/C(O)=C2/C(=O)C(=O)N(CCN(C)C)C2c2ccc(C)cc2)cc1Cl (stereo not given)	-40	0.47	0.43
N#CC1=C2SCN(Cc3ccco3)CN2C(=O)CC1c1c(F)cccc1Cl (stereo not given)	x	-0.08	-0.84
O=[N+]([O-])c1cc(/C=N/O)ccc1SCc1ccccc1Cl	14	-1.4	0.27
CCCCC(=O)Nc1cc([N+](=O)[O-])ccc1Cl	-155	-0.39	-0.98

# Later entries
compound	INS promoter inh	SDO1 yeast rescue	SDO1 yeast rescue Rescue 24 h
COc1cc(OC)cc(C(=O)N[C@H](C(=O)OCC(=O)Nc2ccc(C)cc2C)C(C)C)c1	-8	0.14	-0.05
O=c1c2ccccc2nnn1CSc1nnc(COc2ccc(Cl)cc2)n1Cc1ccco1	-27	-1.8	-1.3
Cc1ccccc1C1CC(=O)NC2=C1C(=O)CCC2 (stereo not given)	9	1.2	2.6
C=CCn1c(CC(C)(C)C)nc2ccccc21	67	x	x
O=C1C2C3CCCC3=C3CCCC3C2C(=O)N1c1cccc(Cl)c1 (stereo not given)	x	0.05	-0.02
CN(CCC#N)S(=O)(=O)c1ccc2[nH]cc(C(=O)NCCc3ccccc3)c(=O)c2c1	43	-0.06	-1.5
CC(C)(C)c1ccc(C(=O)NC(Cc2ccccc2)C(=O)O)cc1 (stereo not given)	0	0.85	-0.29
COc1ccc(NC(=S)N(CCc2nc3cc(C)c(C)cc3[nH]2)Cc2cccnc2)cc1	x	1.6	0.84
COC(=O)c1cc(C(=O)Nc2cccc(C)n2)cc([N+](=O)[O-])c1	-9	0.24	-0.18
CS(=O)(=O)c1ccc(C(=O)NCc2ccccc2F)cc1	35	x	x
CCOc1ccc(N2C(=O)CC(N3CCC(NC(=O)Nc4ccccc4)CC3)C2=O)cc1 (stereo not given)	-445	-0.62	-0.9
CC(/C=C/C=C/c1ccccc1)=N/NC(=O)CNc1ccccc1C	17	-0.03	-0.12
N/C(Cc1nc(-c2ccc(Br)cc2)cs1)=N\O	-49	x	x
CC(NC(=O)/C(=C\c1cccc([N+](=O)[O-])c1)NC(=O)c1ccco1)C(=O)O (stereo not given)	x	-0.38[8.1 µM]	-0.18
CCOc1ccc(S(=O)(=O)Nc2ccc(S(=O)(=O)Nc3cc(OC)ccc3OC)cc2)cc1	-14	-0.31	-0.63

# Later entries.
compound	INS promoter inh	SDO1 yeast rescue	SDO1 yeast rescue Rescue 24 h
O=C(C(c1ccccc1)c1ccccc1)N1CCOCC1	23	-0.49	-0.63
Cc1ccc(-c2nnc(-c3ccccc3)o2)cc1	-8	-1.1	-0.75
COc1ccc(CNc2nc(NCc3ccc(OC)c(OC)c3)n(C(=O)c3cccs3)n2)cc1OC	-5	-0.75	-0.49
CCOc1ccc(N2CC(C(=O)NCc3cccc(C)c3)CC2=O)cc1 (stereo not given)	38	1.4	1.9
COc1ccc(S(=O)(=O)N2CCN(C(=O)CCC3CCCC3)CC2)cc1	-42	-1.3	-1.3
COc1ccc(-c2nnc(CSc3nc4ccccc4c(=O)n3C)o2)cc1OC	x	-2	-1.6
Cc1cc(NC(=O)CSc2nc3ccccc3c(=O)n2Cc2ccc(F)cc2)no1	-79	-0.2	1.1
N#CC(c1cccc(C(F)(F)F)c1)(c1ncc(C(F)(F)F)cc1Cl)N1CCOCC1 (stereo not given)	18	-0.75	-1.1
COC(=O)c1ccc(S(=O)(=O)c2ccc(C(=O)OC)s2)s1	x	0.32	1.4
Oc1ccc(Br)cc1C=Nc1ccc2[nH]ncc2c1	x	0.08	-0.11
CC1CC1c1ccc(/C=C(\C#N)C(=O)Nc2ccc(Cl)cc2Cl)o1 (stereo not given)	x	0.01	-0.56
NC(=S)c1ccc(C(N)=S)o1	x	-0.14	-0.28
